High-throughput results (PubChem)
MOR-DOR inv ag – inverse agonists of human mu-delta opioid receptor heterodimerization; P35372+P41143; cell-based MOR-DOR heterodimer luminescence, inverse agonism; inhibition, % at 9.3 µM; 340,000 compounds, 0.21% hits; AID 504357; in the data active = inhibition above about 22%, passing the limit was not always enough;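 also: 0% = cells with DMSO and 100% = wells without cells with DMSO; values of inactives mirror those of a sister screen read the other way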
Mot1-301 SUMO – inhibitors of SUMOylation pathway: yeast Mot1-301 growth rescue; S. cerevisiae Mot1-301 growth rescue, ATP luminescence, 38.5C; percent above DMSO median, 100 means doubled; growth rescue, % at 18.8 µM; 320,000 compounds, 1% hits; AID 2716;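 active = every valid replicate shows activation above 250% relative to neutral control wells; inactive = the rest, any valid replicate at or below 250%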;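 also: OY570 slx delta 5 strain wells were the positive control but not used for scaling; some compounds called inactive have numbers as strong as hits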
HTR5A ag – activates human HTR5A in OPRM1-OPRD1 agonist counter-screen; P47898; HTR5A agonist assay, luminescence, cell-based; 340,000 compounds, 0.61% hits; activation, % at 9.3 µM; in the data active = activation mostly above about 9.5%, no sharp cut-off; inactive = mostly below about 7.6%;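 also: 0% = cells with vehicle only and 100% = reference agonist; strong numbers were not always called active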
Target sequence (P47898 whole entry, looked up): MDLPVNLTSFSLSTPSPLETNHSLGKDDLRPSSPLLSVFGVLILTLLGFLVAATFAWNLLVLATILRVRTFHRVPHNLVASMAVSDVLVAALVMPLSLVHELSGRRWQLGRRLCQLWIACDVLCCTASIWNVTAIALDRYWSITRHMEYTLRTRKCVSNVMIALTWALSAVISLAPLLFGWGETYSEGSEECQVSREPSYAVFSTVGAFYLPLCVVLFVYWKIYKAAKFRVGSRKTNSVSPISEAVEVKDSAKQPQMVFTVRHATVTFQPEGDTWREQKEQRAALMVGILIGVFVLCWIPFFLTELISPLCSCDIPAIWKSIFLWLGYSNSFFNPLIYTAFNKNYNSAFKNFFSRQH
PfHsp90 set2 – growth inhibition of yeast expressing Plasmodium Hsp90; S. cerevisiae expressing PfHsp90, BacTiter-Glo ATP, 48 h; yeast lacking PDR1 and PDR3 efflux regulators; inhibition, % at 9.4 µM; 310,000 compounds, 0.32% hits;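 active = every replicate shows inhibition above about 80%, whatever the replicate mean, limit read from the data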;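 also: 0% = DMSO neutral controls and 100% = 20 µM radicicol positive controls; yeast relying on Plasmodium falciparum Hsp90 in place of its own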
DSG3 Ab inh – inhibitors of pemphigus antibody binding to human desmoglein-3 | 310,000 compounds, 0.48% hits | P32926 | DSG3-coupled beads, scFv-anti-DSG3-GFP binding, flow cytometry; active compounds read low | binding (percent of control), % at 10 µM;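 active = binding more than 3 SD below its plate's average and above zero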;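 also: hits lower antibody fragment binding to DSG3; some compounds called inactive have numbers as strong as hits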
phage Ecoli inh – E. coli growth loss with phage present. AID 651602. growth absorbance. 360,000 compounds, 0.26% hits. inhibition, % at 11.9 µM; in the data active = inhibition above about 11%
Ecoli viability – reduces bacterial viability in AddAB counter-screen; E. coli V3065 growth, OD600 absorbance, 18 h; inhibition, % at 11.9 µM; 330,000 compounds, 0.27% hits; AID 449728;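 active = inhibition above the campaign's mean inhibition across all tested compounds plus 3 SD, cut at about 9.9% in these data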;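 also: uninfected addAB+ strain grown without phage in ampicillin broth; 0% = DMSO wells and 100% = ciprofloxacin 0.95 µg/ml wells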
AddAB inh – less growth of phage-infected E. coli with AddAB; inhibition, % at 11.9 µM; AID 435030; E. coli expressing H. pylori AddAB, absorbance growth; 330,000 compounds, 0.29% hits; in the data active = inhibition above about 12%;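 also: 0% = vehicle wells of infected cells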
PKA-R1A act – activates the PKA-R1A holoenzyme complex. P00514+P68181. PKA-R1A dissociation, Cy5-IP20 fluorescence polarization; scaled: DMSO 0%, 113 µM cGMP 100%. activation, % at 11.4 µM. 340,000 compounds, 0.083% hits. AID 504707;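 active = percent activation above the mean of all tested compounds plus 3 SD, cut at about 19% in these data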;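 also: higher means more PKAc released from R1A so a rise in polarization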
HTR5A inv ag – counter-screen for OPRM1-OPRD1 inverse agonists: human HTR5A inverse agonism. P47898. HTR5A cell line, luminescence. inhibition, % at 9.3 µM. 340,000 compounds, 0.083% hits; in the data active = inhibition mostly above about 23%, no sharp cut-off; inactive = mostly below about 18%;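 also: 0% = cells with DMSO and 100% = no-cell wells with DMSO; some compounds called inactive have numbers as strong as hits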
OPRM1-OPRD1 ag – agonists of human mu-delta opioid receptor heterodimerization; P35372+P41143; cells, OPRM1-OPRD1 heterodimerization, luminescence; activation, % at 9.3 µM; 340,000 compounds, 0.3% hits; in the data active = activation above about 18%;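 also: 0% = vehicle-treated cells and 100% = reference agonist; values of inactives mirror those of a sister screen read the other way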
An asterisk follows results filed as active; . = no result given.

Compound,MOR-DOR inv ag,Mot1-301 SUMO,HTR5A ag,PfHsp90 set2,DSG3 Ab inh,phage Ecoli inh,Ecoli viability,AddAB inh,PKA-R1A act,HTR5A inv ag,OPRM1-OPRD1 ag
C/C(=N\NC(=O)c1cccc(S(=O)(=O)N2CCCC2)c1)c1ccncc1,8,39,-2,-4,111,0.5,0.7,-0.5,-4,6,-1.9
O=c1[nH]c2cc3c(cc2cc1CN(Cc1ccc2c(c1)OCO2)Cc1nnnn1CC1CCCO1)OCO3 (stereo not given),-9,-2,-5,14,102,4.5,-2.2,-0.3,-10,-22,1.6
O=S(=O)(Nc1ccccc1Cl)c1ccc(NS(=O)(=O)c2cccs2)cc1,10,-19,-4,4,99,0.3,-0.8,1.6,-3,-36,-1.6
O=C(CN1C(=O)c2ccccc2C1=O)OCC(=O)N1CCc2ccccc2C1,0,1,0,-11,105,3.4,1.8,-0.9,2,19,-0.1
CC(C)c1cc(C(=O)Nc2ccc3c(c2)OCO3)no1,10,37,-1,3,99,5.5,1.3,2.6,3,3,-1.8
COc1ccc(CC(=O)Nc2oc(-c3ccccc3)c(-c3ccccc3)c2C#N)cc1OC,-7,-21,-4,2,106,1.2,0.3,2.3,-5,-28,1.2
c1cncc(-c2nc(-c3ccc4c(c3)OCCO4)cs2)c1,12,10,2,-8,106,2.0,0.7,0.6,-5,-8,-2.7
CCOC(=O)Cc1csc(NC(=O)c2cc3c(s2)CCCC3)n1,15,-13,5,-12,175,-0.9,-1.9,-0.8,-12,-16,-2.9
CC1(C)C2CCC13CS(=O)(=O)NC3C2 (stereo not given),3,36,1,-8,105,0.4,2.1,4.6,1,10,-0.6
COc1c(/C=N/NC(=O)c2ccncc2)c(CCN(C)C(C)=O)cc2c1OCO2,2,-1,-1,-2,114,1.4,3.1,0.9,5,-5,-0.5
COc1cc(NC(=O)N2CCNC2=O)cc(C(=O)Nc2cccc(C(F)(F)F)c2)c1,13,-13,6,-14,99,-0.5,1.2,2.1,0,-35,-2.3
CCOC(=O)CSc1nnc(-c2ccc(S(=O)(=O)N3CCC(C)CC3)cc2)o1,10,-9,-6,8,123,0.6,1.3,1.8,-19,-7,-2.1
Nc1ccccc1N1CCOCC1,4,-13,1,.,.,3.5,0.1,0.7,-1,-3,-0.7
O=C(C[n+]1ccc2c(c1)nnn2-c1ccccc1)c1ccc(Cl)cc1,.,-6,.,.,108,2.7,0.4,-2.6,.,.,.
COc1cccc(CNC(=O)c2c[nH]n3c(=O)c(Cl)c(C)nc23)c1,8,-9,-4,30,120,1.0,-1.6,3.1,5,-1,-1.5
Cc1ccc(-n2c(O)c(/C=N/c3ncn[nH]3)c3ccccc3c2=O)cc1,5,11,3,5,102,4.9,0.4,-0.4,3,-13,-1.1
Cc1cccc(N2CCN(S(=O)(=O)c3ccc(S(=O)(=O)N4CCCC4)cc3)CC2)c1C,10,74,-2,.,94,2.3,1.3,-1.4,-6,-12,-1.8
N=c1oc2cc(O)ccc2cc1C(=O)Nc1ccc(Cl)cc1,1,111,8,7,99,0.6,0.5,1.8,-3,-30,-0.3
CCOC(=O)C1CCN(C(=O)c2ccc3c(c2)OCO3)CC1,17,-2,-1,-3,91,3.1,-2.4,0.4,-14,6,-3.1
Cc1ccc(-c2nc(N)n(S(C)(=O)=O)n2)cc1,-2,15,1,-9,105,0.7,0.8,1.8,9,-4,0.4
Cc1cccc(NC(=O)CSc2nnc(C3CC3)n2CC2CCCO2)c1 (stereo not given),-12,2,-2,15,97,-0.4,0.6,1.2,3,19,1.9
COc1ccc2oc(=O)c(C(=O)Oc3ccc(NC(C)=O)cc3)cc2c1,-18,21,1,-33,105,1.0,2.2,3.7,-3,-3,3.2
C[C@@H]1CCCCCCCCCCC1=O,12,14,-2,7,122,3.6,-1.0,0.8,1,9,-2.5
COc1ccc(S(=O)(=O)NCC2CCC(C(=O)NCc3cccnc3)CC2)cc1 (stereo not given),18,-8,3,8,.,-0.3,-1.2,3.7,2,-10,-4.0
CC1CCCC(C)N1C(=O)CN1C(=O)C(C)(C)Oc2ccc(C(=O)NC3CCCCC3)cc21 (stereo not given),13,-1,-3,.,.,1.4,0.6,4.4,-5,10,-2.6
Cc1ccc(-c2nc3ccccc3s2)cc1NC(=O)c1ccc2c(c1)OCO2,5,145,-1,-10,84,0.7,1.6,0.3,-9,-7,-0.9
CCN(C(=O)c1ccc(Br)o1)C1CCS(=O)(=O)C1 (stereo not given),10,-6,-1,.,101,1.5,-0.1,-0.2,4,4,-1.6
OC(COC(c1ccccc1)c1ccccc1)CN1CCN(c2ccccn2)CC1 (stereo not given),3,-12,1,3,84,2.4,-2.1,0.7,1,-3,-0.5
CC(C)c1ccc(-n2ccnc2SCC(=O)O)cc1,9,-4,0,17,116,2.5,-3.0,-0.8,10,0,-1.9
O=C(COc1cccc(C(F)(F)F)c1)N1CCN(c2ccccc2O)CC1,-9,-9,8,-20,102,3.0,-2.6,-0.3,-5,-22,1.8
CCCN1CCC2(CC1)NC(C(=O)O)Cc1c2[nH]c2ccccc12 (stereo not given),8,0,3,16,106,.,.,.,7,-12,-1.8
O=C(CN1CCCCC1)Nc1nc(-c2ccc(Cl)cc2)cs1,17,40,-2,-4,90,0.5,.,.,-4,7,-3.8
CCOC(=O)[C@H]1[C@H]2COc3ccc(Cl)cc3[C@@H]2N2C(=O)CN(Cc3ccc(C)cc3)C(=O)[C@@]12C,3,16,0,-35,109,1.2,2.5,1.2,-18,-2,-0.5
COc1ccc(CCN(C)CCC(=O)Nc2cc(C)ccc2C)cc1OC,-1,16,3,-7,.,1.9,0.5,4.3,13,-22,0.2
CC(C)Oc1cccc(C(=O)C2CCCN(C(=O)c3csnn3)C2)c1 (stereo not given),9,-10,1,0,100,-0.4,-0.6,3.3,-17,7,-1.7
Cc1ccc(-c2cc3c(n2-c2ccc(C(=O)O)cc2)CCCC3=O)cc1,16,6,-1,-26,101,-0.9,-0.3,3.3,6,10,-3.0
CCCN1C2CCCC1CC(NC(=S)Nc1cc(C)cc(C)c1)C2 (stereo not given),9,-4,4,-1,105,1.8,3.1,2.4,5,23,-1.7
CC(C)CCNC(=O)c1cn(C)c2ccc(S(=O)(=O)N3CCCC3)cc2c1=O,4,9,3,22,104,1.3,-2.7,0.8,-5,-1,-0.9
Nc1nc(SCC(=O)NCCCN2CCOCC2)nc2sc3c(c12)CCC3,-12,8,7,18,84,1.0,-2.4,-0.2,-13,-17,1.9
O=C(COc1ccccc1C(=O)O)NC1CCCc2ccccc21 (stereo not given),-1,-23,0,1,.,2.1,-2.1,-0.8,-2,-2,0.2
Cc1ccc(OC/C(O)=C(\C#N)c2nc3ccccc3s2)cc1,8,-3,4,9,88,2.3,-1.3,1.9,-7,-8,-1.3
Cc1cc(C)c(C(=O)Nc2ccc(C)c(C)c2)c(CC(C)(C)C(=O)O)c1,15,-17,-2,-1,.,3.2,1.4,1.4,-4,-10,-3.0
O=S(=O)(N/N=C/c1cn(Cc2ccccc2)c2ccccc12)c1ccccc1,-20,7,5,-17,96,4.4,0.7,-0.6,-17,-14,4.0
CCCc1c(O)nc(SC2CC(=O)N(c3ccc(OC)cc3)C2=O)[nH]c1=O (stereo not given),19,-13,2,-4,104,2.7,0.8,-0.2,-9,-7,-3.6
CN(CC(=O)NCc1ccccc1)S(=O)(=O)c1ccc2c(c1)CCC(=O)N2,1,1,-2,2,104,2.4,-1.4,5.7,-6,-43,-0.1
Cc1cccn2c(=O)c(C=C(C#N)C#N)c(N3CCN(C)CC3)nc12,15,-4,7,-14,109,2.3,0.2,0.2,1,1,-2.8
O=C(Nc1ccc(Cl)c([N+](=O)[O-])c1)c1ccc2c(c1)OCCO2,-22,-10,3,-3,97,5.2,3.8,2.7,3,-8,4.6
CNC(=O)CSc1nnc(SCCC(=O)O)s1,3,-5,4,17,106,2.4,-1.0,-1.2,1,11,-0.7
C=CCN1C(c2ccc(Br)cc2)=CS/C1=C(\C#N)c1nnc(N2CCOCC2)n1-c1ccccc1,-1,.,0,-25,96,1.2,.,.,2,1,0.3
O=C(NCCN1CCCC1)C1CCC(=O)N(CCCN2CCOCC2)C1 (stereo not given),13,300,2,-4,105,0.1,2.3,5.6,-5,0,-3.9
COc1ccc(-c2csc(/N=C/N(C)C)n2)cc1OC,6,13,2,4,99,2.8,1.9,2.5,-4,-6,-1.1
Cc1cc(OCC(=O)NNC(=O)c2ccncc2)ccc1C(C)C,13,-1,0,30,105,3.6,-1.1,-1.2,-11,3,-1.9
COc1ccccc1C(=O)NCCC(=O)N(C)CC(=O)Nc1ccc(N2CCOCC2)cc1,2,16,-4,.,107,4.5,0.0,-2.2,7,7,-0.3
CCOC(=O)C1(Cc2cccc(OC)c2)CCCN(C(=O)c2cc(C)[nH]n2)C1 (stereo not given),5,-2,-1,-23,104,4.2,0.9,1.7,10,4,-0.9
Cc1cc(Nc2cccc(F)c2)nc(N2CCOCC2)n1,-5,-13,-3,-13,110,1.6,-1.6,-0.1,-4,-4,1.1
CC(Sc1n[nH]c(N)n1)C(=O)C12CC3CC(CC(C3)C1)C2 (stereo not given),8,0,-5,3,84,2.7,2.5,0.2,0,14,-1.5
COc1cc(OC)c(C2Nc3cccc4cccc(c34)N2)c(OC)c1,-25,-9,4,4,135,0.1,.,.,2,-17,4.5
COc1ccccc1C1CCN(Cc2ccccc2)CC1,21,0,2,22,107,3.4,-0.2,0.5,-4,-9,-4.4
CCOC(=O)c1sc(NC(=O)c2cccc(S(=O)(=O)N(CC)CC)c2)cc1C,-17,-1,6,3,104,1.4,0.4,1.4,-3,-8,3.3
Cc1ccccc1N(C(=O)c1snc(C(N)=O)c1N)C(C)C(=O)NC1CCCCC1 (stereo not given),2,549,10,-7,91,0.6,1.3,4.3,-8,1,-0.2

Continued.
Compound,MOR-DOR inv ag,Mot1-301 SUMO,HTR5A ag,PfHsp90 set2,DSG3 Ab inh,phage Ecoli inh,Ecoli viability,AddAB inh,PKA-R1A act,HTR5A inv ag,OPRM1-OPRD1 ag
CCC1SC(=NC(=O)c2ccc(Cl)c(Cl)c2)NC1=O (stereo not given),11,56,1,-24,103,0.3,1.2,4.7,-9,-2,-2.2
Cc1csc(N2CCc3ccccc32)n1,12,2,-8,.,.,3.2,-2.4,3.6,8,22,-2.0
CCC(C)Sc1nc2c(c(=O)[nH]c(=O)n2C)n1CC(O)COc1cccc2ccccc12 (stereo not given),-33,6,-2,-32,109,2.0,-1.6,2.7,-5,5,5.6
C=C1CCN([C@@H](CC(C)C)C(=O)N2CCCC2)S(=O)(=O)c2ccccc21,7,20,5,.,102,3.8,-0.3,1.3,6,-22,-1.3
